Mdm2 MdmX PPI: inhibitors of human Mdm2/MdmX interaction; SaOS-2 split-luciferase Mdm2/MdmX complementation, luminescence; inhibition, % at 8 µM; 3% of 330,000 active;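 active = inhibition of at least 50% at 8 µM in the primary screen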
TIM10 inh: TIM10 yeast growth inhibition; S. cerevisiae TIM10 strain growth, BacTiter-Glo luminescence, 24 h; inhibition, % at 10 µM; 1.4% of 330,000 active; AID 463195;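 active = inhibition of 40% or more at the single tested concentration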;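 also: wild-type TIM10 isogenic control strain grown at permissive 25 °C; 0% = DMSO yeast wells and 100% = minimal medium wells without yeast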
CXCR6 block: blocks human CXCR6 beta-arrestin recruitment. O00574. CHO-K1 PathHunter CXCR6 beta-arrestin, luminescence. inhibition, % at 20 µM. 0.36% of 360,000 active; in the data active = inhibition above about 34%, passing the limit was not always enough;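 also: antagonist mode with CXCL16 agonist at 10 nM final; 0% = 10 nM CXCL16 with DMSO and 100% = unstimulated wells without agonist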
Target sequence (O00574 whole entry, looked up): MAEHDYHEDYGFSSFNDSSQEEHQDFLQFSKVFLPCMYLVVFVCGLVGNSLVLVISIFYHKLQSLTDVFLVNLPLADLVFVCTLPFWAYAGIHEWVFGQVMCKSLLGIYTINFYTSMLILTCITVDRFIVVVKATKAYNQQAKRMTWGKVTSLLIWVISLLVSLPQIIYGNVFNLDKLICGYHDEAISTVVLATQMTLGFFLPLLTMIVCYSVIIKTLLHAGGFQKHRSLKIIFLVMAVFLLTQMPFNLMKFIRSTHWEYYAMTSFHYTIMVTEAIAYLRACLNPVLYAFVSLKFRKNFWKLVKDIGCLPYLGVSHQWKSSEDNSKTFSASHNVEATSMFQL
APJ agonist: activates the human apelin receptor APJ; P35414; CHO-K1 APJ PathHunter beta-arrestin, luminescence; 0% DMSO wells, 100% apelin; activation, % at 20 µM; 0.11% of 330,000 active;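 active = activation more than six SD over the plate average, tested at 20 µM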;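 also: 0% = DMSO alone and 100% = apelin-13 at 10 nM; some results filed as inactive read as strong as hits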
Target sequence (P35414 whole entry, looked up): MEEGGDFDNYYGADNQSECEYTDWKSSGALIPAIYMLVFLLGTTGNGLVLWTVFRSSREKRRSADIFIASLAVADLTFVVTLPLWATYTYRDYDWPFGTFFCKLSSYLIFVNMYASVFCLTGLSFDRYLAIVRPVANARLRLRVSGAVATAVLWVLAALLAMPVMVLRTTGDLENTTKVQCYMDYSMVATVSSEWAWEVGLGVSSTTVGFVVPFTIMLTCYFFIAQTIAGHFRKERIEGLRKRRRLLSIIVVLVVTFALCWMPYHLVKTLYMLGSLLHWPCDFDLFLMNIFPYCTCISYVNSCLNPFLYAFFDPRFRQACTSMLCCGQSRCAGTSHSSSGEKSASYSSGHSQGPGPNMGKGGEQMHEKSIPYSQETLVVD
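Test system – PathHunter CHO-K1 APJ (AGTRL-1) beta-arrestin reporter cells · Input – 1000 cells/well · Compound – single test compound dose, 20 µM final, 1% DMSO · Times – compound stimulation 90 min at 25 °C, detection 60 min · Technique – beta-gal luminescence · Read-out basis – APJ–arrestin association signal · Control set – negative DMSO alone, positive Apelin-13 at 10 nM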
tim23-1 inh: growth inhibitors of tim23-1 mutant yeast; S. cerevisiae tim23-1 growth, BacTiter-Glo luminescence, 24 h; inhibition, % at 20 µM; 1.3% of 330,000 active; AID 463212;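 active = growth inhibition of the mutant yeast at or above 50%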;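 also: temperature-sensitive mutant grown at 25 °C; plate controls were DMSO-treated mutant yeast for no effect and medium wells lacking yeast for full effect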
APJ antagonist: APJ receptor antagonism; P35414; CHO-K1 APJ beta-arrestin complementation, luminescence; inhibition, % at 20 µM; 0.32% of 330,000 active; AID 2521;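 active = inhibition above about 40% at 20 µM, limit read from the data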;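 also: cells challenged with 10 nM apelin-13 agonist together with compound; plate controls were apelin-13 plus DMSO wells for no effect and DMSO wells lacking apelin-13 for full effect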
XBP1 UPR activ: adaptive UPR (XBP1) activation. 0.33% of 330,000 active. activation, % at 20 µM. AID 463104. CHO-XBP1 luciferase reporter, IRE1-XBP1 UPR activation, luminescence; percent of tunicamycin response, DMSO as zero;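 active = versus positive control, 20 µM dose yields 30% or more activation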;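 also: 100% = tunicamycin at 10 µg/mL and 0% = DMSO only wells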
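assay system = CHO-XBP1 luciferase reporter cells | amount = 1000 cells/well | buffer or medium = F12 plus 10% FBS | compound dosing = single point, 20 µM final compound, 1% DMSO | incubation = 16-18 h cell attachment at 37 °C, then 6 h compound exposure | detection = Steady-Glo luminescence read | controls = tunicamycin 10 µg/mL and vehicle-only wells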
tim10-1 inh: growth inhibitors of tim10-1 mutant yeast. S. cerevisiae tim10-1 ts strain growth, BacTiter-Glo, 24 h. inhibition, % at 20 µM. 2.2% of 330,000 active;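 active = inhibition of at least 40%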;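 also: mutant grown at 25 °C; 0% = DMSO wells with yeast and 100% = wells holding no yeast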
CHOP UPR activ: apoptotic UPR (CHOP) activation. AID 449763. 0.34% of 330,000 active. activation, % at 10 µM. CHO-CHOP luciferase reporter, luminescence; percent of tunicamycin response over DMSO baseline;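 active = at 10 µM dose, activation of 40% or more, normalized to positive control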;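 also: 100% = tunicamycin at 10 µg/mL and 0% = DMSO alone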
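System: CHO-CHOP luciferase reporter cell line | Buffer or medium: F12 medium containing 10% fetal bovine serum | Doses: One dose, 10 µM in 0.5% DMSO | Times: 6 h compound exposure at 37 °C after overnight seeding | Signal: Luciferase luminescence | Read-out: % activation vs tunicamycin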
Active calls of the source: *; . = no result given. These rows are one share of the data, so the mix of outcomes need not match the whole.

The first 3 records (preview)
mol	Mdm2 MdmX PPI	TIM10 inh	CXCR6 block	APJ agonist	tim23-1 inh	APJ antagonist	XBP1 UPR activ	tim10-1 inh	CHOP UPR activ
CN(Cc1ccccc1)S(=O)(=O)c1ccc2[nH]c(=O)oc2c1	18	1	-4	-1	4	-1	1	-21	-0.2
O=C(c1ccc(CSc2nc3ccncc3[nH]2)cc1)N1CCCCC1	1	-6	1	-1	-10	10	-3	5	2.3
CCOC(=O)CN(C(=O)COc1nc(C)cc(C)c1C#N)c1ccc(Cl)cc1	8	25	3	-2	29	13	-3	9	-0.7

All compounds of this part, from the first entry:
mol	Mdm2 MdmX PPI	TIM10 inh	CXCR6 block	APJ agonist	tim23-1 inh	APJ antagonist	XBP1 UPR activ	tim10-1 inh	CHOP UPR activ
CN(Cc1ccccc1)S(=O)(=O)c1ccc2[nH]c(=O)oc2c1	18	1	-4	-1	4	-1	1	-21	-0.2
O=C(c1ccc(CSc2nc3ccncc3[nH]2)cc1)N1CCCCC1	1	-6	1	-1	-10	10	-3	5	2.3
CCOC(=O)CN(C(=O)COc1nc(C)cc(C)c1C#N)c1ccc(Cl)cc1	8	25	3	-2	29	13	-3	9	-0.7
CCOC(=O)c1c(S(=O)(=O)NCC(=O)NCc2ccccc2Cl)c(C)n(C)c1C	10	14	8	0	13	2	-2	16	3.7
CC(=O)N1c2ccc(S(=O)(=O)N3CCCC(C(=O)Nc4cccc(Cl)c4)C3)cc2CC1C (configuration not stated)	13	6	-6	0	15	-6	-4	23	-0.1
COCCn1c(SCC(=O)Nc2ccc(S(=O)(=O)N3CCOCC3)cc2)nc2ccccc21	22	-6	3	-2	4	6	0	25	-0.8
Cc1ccc(C)c(OCC(=O)NNC(=O)C2CCC2)c1	-8	-3	-1	-5	6	1	-4	2	-0.8
COc1ccccc1OCC(=O)Nc1nnc(C2CCCC2)s1	3	6	-6	4	29	-3	3	16	-0.8
CSCC[C@H](NC(=O)N1CCn2c1nc1ccccc12)C(=O)NCc1ccc2c(c1)OCO2	28	1	0	-2	-1	-18	1	18	0.5
COCCN1C(=O)C(=O)/C(=C(/O)c2ccc(S(=O)(=O)N3CCOCC3)cc2)C1c1ccc(O)c(OC)c1 (configuration not stated)	3	-3	7	0	2	18	-1	4	-1.0
O=C(CC1Nc2ccccc2NC1=O)NCCc1ccccc1 (configuration not stated)	8	-19	-6	3	8	17	1	5	-1.6
COc1ccc(/C=N/NC(=O)c2cc(-c3ccccc3)nc3ccccc23)c(OC)c1	-37	-9	9	-3	24	-4	17	15	0.9
Cc1cc(NC(=O)CSc2sc3c(O)cc(=O)[nH]c3c2C#N)ccc1Br	0	-4	0	0	1	10	-4	-36	0.9
COc1ccccc1OCCSc1nnc(CNC(=O)c2ccco2)n1C	-2	-14	-1	-2	12	10	3	21	-1.2
COCCN1CC(=O)N2C(c3cccc(C)c3)c3[nH]c4ccccc4c3C[C@H]2C1=O (some centres not stated)	15	16	1	-2	1	11	-3	10	4.2
CCOC(=O)N1CCC(NC(=O)c2cc(C(=O)Nc3ccc(S(=O)(=O)N4CCCCC4)cc3)ccc2CO)CC1	23	-2	-2	-3	-8	-17	-2	-23	6.2
CCCCN(CCCC)C(=O)CCS(=O)(=O)c1ccc2c(c1)n(C)c(=O)c(=O)n2C	29	-12	-8	1	11	-8	-3	-1	-5.7
O=C(CN1C(=O)NC(Cc2c[nH]c3ccccc23)C1=O)NC1CC1 (configuration not stated)	-1	-10	-12	-4	1	-18	2	-2	-0.2
COc1ccc(NC(=O)C(CC(=O)O)Cc2ccc(C)cc2)cc1 (configuration not stated)	-3	-1	2	-2	14	13	-1	-25	-1.4
COc1ccc(C(C(C(=O)c2ccco2)N2CCOCC2)N2CCOCC2)cc1 (configuration not stated)	-10	12	-3	0	26	-9	-1	36	0.9
Cn1ncc(Br)c1NC(=O)CSc1ccc(Cl)cc1	24	-5	-6	-3	-8	0	1	-3	0.6
COC(=O)c1ccc2c(c1)NC(=O)CS2	5	4	0	-3	14	-8	-4	4	-0.1
Cc1cccc(CSc2nnc(-c3cccs3)n2Cc2ccco2)c1	9	34	6	-1	48	17	2	29	2.1
Cc1ccc(C(=O)NCCN2CCOCC2)c(Cl)c1	2	-9	0	-3	12	17	-3	14	3.2
CCNC(=S)N/N=C/c1cccs1	20	17	-12	6	16	-7	1	32	11
O=C1CC(C(=O)Nc2cccc(F)c2)n2c(nc3ccccc32)N1 (configuration not stated)	1	4	3	-2	-6	8	-3	-5	0.3
O=C(CN1CCCC1)Nc1nnc(-c2cccs2)s1	6	-3	-3	2	6	1	-2	8	1.8
O=C(O)c1ccc(NC(=O)c2cn(-c3ccccc3)nc2-c2ccc(Cl)cc2)cc1	18	4	-1	3	29	-1	-4	16	2.4
CCOc1cc(NC(=O)c2ccccn2)c(OCC)cc1NC(=O)c1ccc(C)cc1	24	6	-13	7	-17	-3	1	1	2.3
CCNCCC(CCC(C)C)c1ccc2c(c1)OCO2 (configuration not stated)	36	9	10	0	-10	16	0	-8	0.5
CSCCC(NS(=O)(=O)c1cccc(C(F)(F)F)c1)C(=O)N(C)CCOc1ccc(Cl)cc1 (configuration not stated)	36	35	-2	-1	40	-74	-5	32	-2.4
CCCOc1ccc(C(=O)NNC(=S)NC(=O)c2ccccc2[N+](=O)[O-])cc1	12	4	22	-4	5	17	-3	7	0.4
CC(C)CN1C(=O)C(=O)N(CC(=O)N(C)CC(=O)Nc2ccc(F)cc2)C1=O	11	5	-13	-4	-20	0	2	-16	-1.9
CC1=C(C(=O)OCc2ccccc2)C(c2ccccc2Cl)NC(=O)N1CCCC(=O)O (configuration not stated)	10	5	-5	3	-2	1	-2	-16	0.9
COc1ccc(NC(=O)CCNS(=O)(=O)c2ccc3c(c2)c(=O)n(C)c(=O)n3C)cc1	5	13	4	-4	4	1	5	9	-0.2
CCOC(=O)Nc1cc(C(=O)OC)cc(C(=O)OC)c1	-9	16	0	-2	17	-16	-3	25	0.7
C[C@@H]1[C@H]2CCCC[C@H]2CN(C(=O)OC(C)(C)C)[C@@H]1CC(=O)c1ccccc1	26	0	-5	.	45	.	3	24	2.0
COc1cccc(N2CC(C(=O)Nc3ccc(C(=O)OC(C)C)cc3)CC2=O)c1 (configuration not stated)	26	-4	-1	0	21	11	-2	17	-1.6
COCCn1c(SCC(=O)Nc2ccccc2C)nc2c(oc3ccccc32)c1=O	-5	21	5	-1	9	6	0	26	-0.5
COc1cc(CNCc2ccc(C(=O)O)cc2)ccc1OCc1ccc(F)cc1	7	-10	-9	-3	2	23	4	8	-1.6
O=C(Cc1c[nH]c2ccccc12)Nc1ccccc1N1CCOCC1	-7	10	-5	-3	13	8	0	10	-0.8
CCn1c2ccccc2c2cc(NC(=O)c3ccc([N+](=O)[O-])cc3)ccc21	-10	-17	6	5	-10	-44	2	-25	0.6
O=C(NCCC(=O)N(Cc1ccco1)Cc1cccs1)c1ccc([N+](=O)[O-])cc1	9	0	-8	0	14	0	-2	18	-0.1
O=c1cc(CSc2nnc(-c3ccccc3)o2)c2ccccc2[nH]1	10	7	-1	-1	10	-20	0	6	2.0
CN(C)c1ccc(/C=N/N=C2/NC(=O)/C(=C/c3ccc([N+](=O)[O-])cc3)S2)cc1	40	12	38	-3	26	25	-3	25	-1.5
Cc1ccc(NC(=O)C2(c3ccccc3)CCCC2)nc1	-5	24	4	0	8	2	0	17	-1.5
O=C(OCC(=O)N1N=C(c2ccc(Cl)cc2)CC1c1ccco1)c1ccco1 (configuration not stated)	-21	23	-3	1	5	14	-1	14	0.4
CC(C)N1CCN(C(=O)c2cccc(Cl)c2)CC1	22	-1	-7	-1	7	16	-5	12	1.7
Cc1onc(-c2ccccc2Cl)c1C(=O)N/N=C(\N)COc1ccc(Cl)cc1	31	15	14	-8	13	-19	0	24	-4.3
COc1ccc(NC(=O)CSc2nnc(-c3cccnc3)o2)c(OC)c1	5	1	11	-8	-5	-37	0	-18	-0.4
NC(=O)COc1ccc(NC(=O)c2ccccc2-c2ccccc2)cc1	1	-4	-1	-1	14	-5	2	5	0.6
CCOC(=O)c1ccc(NC(=O)CSc2nnc(C3CC3)n2CC)cc1	0	2	2	-1	12	-5	-1	30	-1.8
COc1ccc(-n2c(SCC#N)nnc2-c2cccnc2)cc1	6	25	-3	0	24	8	0	30	-2.2
CN1C(=O)N(C)c2ccc(Br)c3cccc1c23	33	-1	-9	-2	15	-26	1	15	0.4
Cc1ccc(S(=O)(=O)N2CCOCC2)cc1C(=O)Nc1ccccc1N1CCOCC1	-4	8	-1	-3	5	-61	-4	24	-1.8
Cc1ccc(C)c(S(=O)(=O)N2CCN(C(=O)Nc3ccccc3)CC2)c1	30	-3	-16	-1	10	-6	-6	-20	1.9
COC(=O)c1sc(N2C(=O)C(O)=C(C(=O)c3ccc(C)o3)C2c2ccco2)nc1C (configuration not stated)	21	-11	-4	-3	15	-8	3	-13	2.9
COc1ccc(-c2cc(C(=O)NN)[nH]n2)cc1OC	1	8	-11	0	4	-28	-1	-17	-0.2
CC1(C)CC(=O)/C(=C(\O)CCCN2C(=O)c3ccccc3C2=O)C(=NCCO)C1	19	-8	-1	-2	-11	10	-1	5	2.5
COC(=O)c1c(NC(=O)c2cccnc2)sc(C(=O)N(C)C)c1C	-10	14	-11	-1	15	14	0	18	-1.1

Later entries.
mol	Mdm2 MdmX PPI	TIM10 inh	CXCR6 block	APJ agonist	tim23-1 inh	APJ antagonist	XBP1 UPR activ	tim10-1 inh	CHOP UPR activ
C=CCNC(=O)c1cnc(-c2ccccc2)nc1-c1ccccc1	11	16	1	0	27	1	1	20	-0.8
COc1ccc(C(c2nnnn2CC2CCCO2)N2CCN(c3cccc(C)c3C)CC2)cc1 (configuration not stated)	16	7	13	-4	31	-9	0	16	-0.7
CN1C(=O)c2ccccc2Sc2ccc(C(=O)O)cc21	-2	8	-2	-5	4	24	-3	16	1.6
O=C(O)c1cccc(NC(=O)c2ccc(Cl)c(S(=O)(=O)N3CCCCCC3)c2)c1	-11	2	-7	-1	-1	9	-1	2	0.0
CCOC(=O)c1sc(-c2ccccc2)cc1N	-57	32	-4	-1	49	12	2	31	3.8
Cc1ccc(/C(N)=N/OC(=O)CSc2ccccc2)cc1	-206	35	-8	-5	28	13	4	32	2.7
COC(=O)c1cccc(C23CC4(C2)[C@H](CN(Cc2cccnc2)[C@@H]4c2ccccc2)C3c2ccc(C(F)(F)F)cc2)c1 (some centres not stated)	49	16	.	5	16	-58	1	13	5.1
Cc1ccc(S(=O)(=O)Nc2ccc3c(c2)nc(C)n3C)cc1	5	-12	5	-4	0	5	-2	-19	-0.1

Screening results from PubChem.
